# influenza NS1A: NS1A inhibition, H1N1 influenza, cell based functional assay (AID 504329); 340,000 tested, 0.3% active; inhibition, % at 12.5 µM; hits with a dose series show IC50 in µM; NS1A functional cell-based assay, percent inhibition; higher % means a stronger effect; in the data active means a potency from the dose series; inconclusive means inhibition above about 27% without an active follow-up result; further: strong numbers were not always called active
# H37Rv inhibition: M. tuberculosis growth inhibition, HTS (AID 449762) | M. tuberculosis H37Rv growth inhibition, 7H9 media; higher % means a stronger effect | 330,000 tested, 0.59% active | inhibition, % at 25 µM, or IC50 in µM where a hit was titrated; in the data active means a potency from the dose series; inconclusive means inhibition above about 70% without an active follow-up result;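 further: bacterial growth assessed after seven days of incubation; strong numbers were not always called active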
# PhoP GFP inhibition: PhoP regulon inhibitors, Salmonella typhi PhoP promoter GFP reporter, confirmatory (AID 1850); inhibition, % at 50 µM, or IC50 in µM where a hit was titrated; Salmonella Typhi PhoP-promoter GFP reporter, fluorescence, 4 h; higher % means a stronger effect; 310,000 tested, 0.33% active; in the data active means a potency from the dose series; inconclusive means inhibition mostly from about 25% at the one dose, without a potency; inactive means the rest, 99 in 100 with inhibition below about 19%;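 further: 0% = induced wells with vehicle and 100% = uninduced wells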
# tuberculosis growth: growth inhibition of non-replicating M. tuberculosis (AID 488890) | Mycobacterium tuberculosis non-replicating, growth inhibition; higher % means a stronger effect | 320,000 tested, 0.39% active | inhibition, % at 25 µM; hits with a dose series show IC50 in µM; in the data active means a potency from the dose series; inconclusive means inhibition mostly from about 82% at the one dose, without a potency; inactive means the rest, 99 in 100 with inhibition below about 76%;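 further: plate controls were DMSO cells for no effect and high antibiotic wells for full effect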
# VEEV TC-83 Vero: inhibitors of VEEV TC-83 cytopathic effect, confirmation, Vero cells (AID 588727); Vero cells, VEEV TC-83 cytopathic effect inhibition; higher % means a stronger effect; one-dose inhibition, % at 20 µM; IC50 in µM for titrated hits; 350,000 tested, 0.13% active; in the data active means a potency from the dose series; inconclusive means inhibition mostly from about 14% at the one dose, without a potency; inactive means the rest, 99 in 100 with inhibition below about 12%; further: strong numbers were not always called active
# VEEV TC-83 Vero 10K pilot screen: also measured in VEEV TC-83 Vero; calls as there; inhibition, %; measured here: 10K pilot screen inhibition
# Numbers without * were called inactive; i = inactive; ? = inconclusive; · = no result given.
SMILES,influenza NS1A,H37Rv inhibition,PhoP GFP inhibition,tuberculosis growth,VEEV TC-83 Vero,others
Cc1ccc(NC(=O)Cn2cnc3c(=O)n(C)c(=O)n(C)c32)c(C)c1,-1%,-7%,6%,-1%,1.6%,
COc1ccc(NC(=O)CCn2c(=O)c3cccn3c3ccccc32)c(OC)c1,-4%,2%,3%,38%,14%,
COc1ccc(S(=O)(=O)N2c3cc(Cl)ccc3Oc3nc4ccccc4nc32)cc1,8%,-9%,-8%,-14%,10%,
CCc1ccc(CNCCNCC(C)O)cc1 (centres undefined),-12%,-7%,3%,11%,i,
CCOC(=O)C(NC(=O)c1ccccc1Cl)(Nc1sc2c(c1C(N)=O)CCC2)C(F)(F)F (centres undefined),5%,·,·,·,1.6%,
Brc1ccccc1Cn1c(-c2cncs2)nc2ccccc21,-12%,3%,19%,·,5.1%,
Cc1cc(C(=O)Nc2ccc3c(c2)OCCO3)c(C)o1,-1%,-2%,-2%,-1%,1.8%,
COc1ccc(/C=C(\NC(=O)c2ccco2)C(=O)NCCc2nc3ccccc3[nH]2)cc1,·,-19%,5%,-8%,1.2%,
CCC1(CC)Cc2ccccc2C2=C(C(=O)N3CCCCC3)C(=O)C(=O)N21,3%,11%,-3%,-9%,0.4%,
COC(=O)c1ccc(-c2ccc([C@H]3[C@H]4C=CC[C@@H](C)[C@@H]4C(=O)N3Cc3ccccc3)c(F)c2)cc1,16%,?,4%,5%,i,VEEV TC-83 Vero 10K pilot screen=0.0
O=c1cc(NCc2ccccc2)nc2ccccn12,-17%,-4%,7%,-11%,1.9%,
Nc1ccc(N2CCCCC2)cc1N1CCCCC1,16µM*,?,6%,?,4.4%,
C=CC[C@@H](CC(=O)N[C@@H](CO)Cc1ccccc1)C(=O)NC[C@@H](OC(=O)[C@@H](CC=C)CC(=O)OC(C)(C)C)c1ccccc1,-1%,2%,·,-3%,i,
O=C(NCCCO)c1ccc(CSc2nc3ccccc3c(=O)[nH]2)cc1,11%,-3%,9%,14%,5.5%,
Cc1c(Br)c(-c2n[nH]c(=S)n2Cc2ccco2)nn1C,-3%,0%,-7%,-2%,1.2%,
Cc1ccc(NC(=O)c2ccc(C)c(S(=O)(=O)N3CCCCC3)c2)nc1,-4%,6%,6%,6%,11%,
CCOC(=O)C(C)/C(C)=N/NC(=O)c1cc2ccccc2cc1O (centres undefined),-14%,0%,-9%,41%,3.6%,
CCCn1cnc2c(SCc3ccccc3Cl)nc(N)nc21,5%,·,·,·,>25µM*,
CCOc1ccc2nc(SCC(=O)Nc3cc4c(cc3C(C)=O)OCO4)[nH]c2c1,0%,?,-3%,53%,10%,
O=C(CCC1CCCC1)NCc1ccccn1,-3%,-4%,1%,3.4µM*,0.9%,
O=C(OCC(=O)N1CCCc2ccccc21)c1ccc(C(F)(F)F)cc1,-4%,1%,-2%,76%,i,
Cn1c(=O)c2c(ncn2CC(=O)N2CCN(c3ccccc3F)CC2)n(C)c1=O,6%,2%,1%,-2%,0.6%,
Cc1cccc(NC(=O)CSc2cn[nH]n2)c1,-1%,-3%,2%,4%,11%,
CCNc1nc(NC(C)C)nc(N(n2cnnc2)S(=O)(=O)c2ccc(C)cc2)n1,1%,-10%,-5%,13%,14%,
COc1cccc2sc3ccc(C#Cc4ccc(N)cc4)cc3c(=O)c12,-5%,40%,-6%,40%,1.6%,
Cc1ccc(CN2CC(C(=O)N3CC=C(c4ccccc4)CC3)CC2=O)cc1 (centres undefined),-7%,-5%,-11%,31%,3.8%,
N/C(=N\OC(=O)Cc1ccccc1[N+](=O)[O-])c1ccc(Br)cc1,2%,-10%,15%,37%,0.4%,
CCC(Cc1ccccc1)NS(=O)(=O)c1ccc2c(c1)NC(=O)CS2 (centres undefined),-1%,17%,-3%,58%,0.6%,
O=C(Nc1cccc(-n2cccn2)c1)C1CCCN(Cc2ccccc2F)C1 (centres undefined),-11%,0%,1%,4%,1.5%,
COc1ccc(NC(=O)N2CCc3cc(OC)c(OC)cc3C2)cc1,-5%,2%,-5%,7%,1.4%,
CC(C)COC(=O)c1ccccc1OC(=O)c1ccncc1,2%,4%,2%,69%,i,
Cc1nc(NC(=O)C2CC2)sc1C,5%,-1%,14%,6%,0.3%,
CSc1ccc(CN(C)C(C)C(=O)NCc2ccccc2)cc1 (centres undefined),0%,15%,14%,11%,i,
NC(=O)Nc1cc(Cl)ccc1Cl,1%,6%,9%,·,2.9%,
COc1cc2c(cc1OC)C(C(N)=O)NCC2 (centres undefined),1%,·,·,·,0.8%,
O=C(Oc1ccc(Br)cc1)c1cccc(S(=O)(=O)N2CCOCC2)c1,7%,-4%,-14%,65%,i,
O=Cc1cc(Br)c(OC(=O)N2CCOCC2)c(Br)c1,-2%,5%,3%,11%,i,
O=C1c2ccccc2C(=O)C1c1ccccc1F,-1%,23%,-3%,-21%,0.0%,
C/C(CCC(C)C)=N\NS(=O)(=O)c1ccc(C)c([N+](=O)[O-])c1,-5%,2%,3%,19%,i,
c1ccc(N2N=C(c3cccs3)CC2c2ccco2)cc1 (centres undefined),-16%,7%,-7%,18%,1.3%,
COc1ccc(OC2C(=O)N(c3ccc(C)c(C)c3)C2c2ccc(OC)c(OC)c2)cc1 (centres undefined),-5%,3%,0%,-8%,5.9%,
O=C(c1cc(F)c(F)cc1Cl)N1CCOCC1,3%,-5%,-6%,-19%,1.2%,
Cc1nc2ccccc2c2oc(C(=O)N3CCC(C)CC3)cc12,7%,15%,-18%,51%,i,
CNC(=O)NC(=O)CSc1cccc(C(F)(F)F)c1,-3%,2%,-1%,65%,0.4%,
CC(N)Cc1c[nH]c2ccc(OCc3cccs3)cc12 (centres undefined),10%,1%,7%,42%,i,
CCCCCCCCCC(=O)N1c2ccccc2NC(=O)C1CC(=O)Nc1ccc(C(=O)O)cc1 (centres undefined),-2%,2%,8%,31%,0.3%,
Cc1ccc(-c2cc(C(F)(F)F)n3ncc(C(=O)N4CCN(C)CC4)c3n2)cc1,4%,-4%,3%,1%,0.3%,
O=C(Nc1ccccc1C(=O)N1CCOCC1)c1ccc(Cl)cc1,4%,4%,-5%,-16%,i,
Cc1noc(NS(=O)(=O)c2ccc(N/C=C/C(=O)c3cccnc3)cc2)c1C,-7%,-8%,?,68%,i,
CCOC(=O)c1c(NC(=O)CSc2nc(C)cc(C)c2C#N)sc(C(C)=O)c1C,5%,-2%,-2%,-6%,i,
O=C(Cn1nnc(-c2ccc3c(c2)OCO3)n1)NCc1ccco1,4%,4%,-1%,0%,i,
C/C(CC(=O)Nc1ccc(F)cc1)=N\NC(=O)c1ccccn1,6%,?,-7%,75%,i,
O=C(N/N=C/c1ccc(Cl)c([N+](=O)[O-])c1)c1cnccn1,-3%,6%,0%,6%,2.3%,
CC(C)CN(C(=O)COC(=O)c1ccc2c(c1)OCCO2)c1c(N)n(Cc2ccccc2)c(=O)[nH]c1=O,-3%,2%,2%,3%,4.4%,
CCOC(=O)c1c(C)nc2c(c1-c1ccc(Cl)cc1)C(=O)CC(C)(C)C2,3%,3%,-7%,-2%,9.1%,
COc1ccc(-n2c(COc3cccc(C)c3)n[nH]c2=S)cc1,-7%,-3%,1%,-16%,i,
Cc1ccc(NC(=O)[C@@H]2CCCN2C(=O)c2cccs2)cc1S(=O)(=O)N1CCCCC1,-15%,3%,·,22%,0.9%,
CCCn1c(SCC(=O)c2ccc3c(c2)NC(=O)CO3)nc2ccccc21,-3%,1%,-1%,6%,i,
Cc1ccc(NC(=O)c2cc(S(=O)(=O)N3CCOCC3)cs2)cc1,-7%,-2%,-10%,2%,0.9%,
COc1ccc(C2(O)CC3CCC(C2)N3c2nc(C)cc(C)c2C#N)cc1 (centres undefined),1%,-1%,-3%,9%,1.9%,

# A draw from above in order of count of non-hydrogen atoms, highest first.
SMILES,influenza NS1A,H37Rv inhibition,PhoP GFP inhibition,tuberculosis growth,VEEV TC-83 Vero,others
CCCCCCCCCC(=O)N1c2ccccc2NC(=O)C1CC(=O)Nc1ccc(C(=O)O)cc1 (centres undefined),-2%,2%,8%,31%,0.3%,
Cc1ccc(-c2cc(C(F)(F)F)n3ncc(C(=O)N4CCN(C)CC4)c3n2)cc1,4%,-4%,3%,1%,0.3%,
O=C(Nc1ccccc1C(=O)N1CCOCC1)c1ccc(Cl)cc1,4%,4%,-5%,-16%,i,

# Going on with the list.
SMILES,influenza NS1A,H37Rv inhibition,PhoP GFP inhibition,tuberculosis growth,VEEV TC-83 Vero,others
CC1=C(C(=O)N(C)C)C(c2cccs2)NC(=O)N1 (centres undefined),-23%,6%,-4%,1%,i,
COc1ccc(-c2[nH]ncc2CN2CCN(Cc3cccs3)CC2)c(F)c1,2%,-2%,2%,9%,10.0%,
Oc1c(Cl)cc(Cl)cc1C1=NNC(c2ccc(Cl)cc2)C1 (centres undefined),-6%,·,·,·,0.3%,
CCOC(=O)CCCn1ncn2c(cc3occc32)c1=O,-3%,-6%,-3%,-3%,5.3%,
COCCNC(=S)Nc1ccc2nc(N3CCCC3)cc(C)c2c1,-8%,-6%,-1%,36%,0.1%,
Cc1ccc(S(=O)(=O)N(CC(=O)Nc2cccnc2)c2ccccc2C)cc1,11%,-7%,-16%,4%,0.2%,
Cc1cc(C)nc(/N=C2\NC(=O)CC(C(=O)O)N2c2ccc(C)c(C)c2)n1 (centres undefined),-5%,-1%,2%,0%,1.9%,
Cc1ccc(C)c(N2CCN(C(=O)c3cn(C)c4ccc(S(=O)(=O)N(C)C)cc4c3=O)CC2)c1,26%,-9%,11%,4%,0.7%,VEEV TC-83 Vero 10K pilot screen=0.8
O=C(NC1CCCC1)c1ccc(Cl)c(S(=O)(=O)N2CCOCC2)c1,-7%,-4%,1%,2%,0.6%,
O=C(Nc1ccccc1N1CCN(c2ccccc2)CC1)c1ccccc1,-8%,5%,-19%,21%,3.1%,
CC(NC(=O)Cc1ccc(F)cc1)c1ccccc1 (centres undefined),6%,-6%,1%,14%,i,
Nc1sc2c(c1C(=O)NCCc1ccccc1)CCC2,-2%,-3%,11%,1%,1.8%,
CN1OC[C@@H]2CN(Cc3ccccc3)[C@H](c3cccc(Oc4ccccc4)c3)C[C@@H]21,-6%,·,·,·,i,
Cn1cc(S(=O)(=O)NCC2CCCO2)c(=O)n(C)c1=O (centres undefined),-11%,8%,31%,2%,0.3%,
COc1ccc(CNC(=O)CCSCc2cccc(Cl)c2)cc1,-8%,-9%,1%,46%,2.0%,
O=C(CNCc1ccncc1)Nc1cc(S(=O)(=O)N2CCCCC2)ccc1Cl,-5%,2%,2%,17%,0.7%,
O=C(Nc1ccc(Cc2ccncc2)cc1)c1ccc(Cl)c([N+](=O)[O-])c1,-1%,16%,0%,33%,i,

# Structures from the list above that contain a thiophene ring, fused or not, in the order listed:
SMILES,influenza NS1A,H37Rv inhibition,PhoP GFP inhibition,tuberculosis growth,VEEV TC-83 Vero,others
CCOC(=O)C(NC(=O)c1ccccc1Cl)(Nc1sc2c(c1C(N)=O)CCC2)C(F)(F)F (centres undefined),5%,·,·,·,1.6%,
c1ccc(N2N=C(c3cccs3)CC2c2ccco2)cc1 (centres undefined),-16%,7%,-7%,18%,1.3%,
CC(N)Cc1c[nH]c2ccc(OCc3cccs3)cc12 (centres undefined),10%,1%,7%,42%,i,
CCOC(=O)c1c(NC(=O)CSc2nc(C)cc(C)c2C#N)sc(C(C)=O)c1C,5%,-2%,-2%,-6%,i,
Cc1ccc(NC(=O)[C@@H]2CCCN2C(=O)c2cccs2)cc1S(=O)(=O)N1CCCCC1,-15%,3%,·,22%,0.9%,
Cc1ccc(NC(=O)c2cc(S(=O)(=O)N3CCOCC3)cs2)cc1,-7%,-2%,-10%,2%,0.9%,
CC1=C(C(=O)N(C)C)C(c2cccs2)NC(=O)N1 (centres undefined),-23%,6%,-4%,1%,i,
COc1ccc(-c2[nH]ncc2CN2CCN(Cc3cccs3)CC2)c(F)c1,2%,-2%,2%,9%,10.0%,
Nc1sc2c(c1C(=O)NCCc1ccccc1)CCC2,-2%,-3%,11%,1%,1.8%,

# Compound activity from PubChem BioAssay.
